# Compound activity from PubChem BioAssay.
# LMNA splice mod: qHTS Assay for Modulators of Lamin A Splicing | HeLa LMNA splicing GFP/RFP minigene ratio, 48 h | Potency, µM (top dose mostly 46.1 µM), for the others: at the top dose ratio change, negative = inhibition, actives largely listed as inhibitors | hit rate 0.01% among 200,000 | AID 1487, 2009; active means well fitted inhibition curve with a large enough effect in the signal ratio, with a control signal flat, not every such curve was filed as active; inconclusive means small, poorly fitted or top-dose-only effect, or effect the other way, or a change in a side signal; the % refers to the signal ratio
#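 S3 HeLa cells stably expressing lamin A-EGFP splicing minigene plus DsRed2, 600 cells/well, 48 h compound exposure at 37C. Laser-scanning cytometry; analysed as GFP (500-530 nm)/RFP (575-640 nm) total intensity ratio; 0.5% DMSO vehicle.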
# TR SRC2 fluor cs: Total Fluorescence Counterscreen for Inhibitors of the Interaction of Thyroid Hormone Receptor and Steroid Receptor Coregulator 2; AID 1479, 2009; Potency, µM (series often up to 106 µM), for inactives: at the highest dose fluorescence change, negative = quenching; TRb/SRC2 Texas Red total fluorescence interference; hit rate 0.29% among 280,000; active means well fitted curve in either direction with a large enough effect; inconclusive means small, poorly fitted or top-dose-only effect
#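 Human TRβ ligand-binding domain (0.6 uM) and Texas Red SRC2 peptide (20 nM) in Tris buffer with 1 uM T3 and 5% DMSO were incubated with pinned compound for 5 hr at ambient temperature. Total fluorescence was computed as S + 2P (555/632 nm).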
# TRb SRC2 PPI: qHTS for Inhibitors of the Interaction of Thyroid Hormone Receptor and Steroid Receptor Coregulator 2 | Thyroid hormone receptor beta (Homo sapiens), P10828 | TRbeta-SRC2 peptide binding, fluorescence polarization; receptor liganded with 1 µM T3 | Potency, µM (series often up to 106 µM), for the others: at the top dose activity change, negative = inhibition, usual class: inhibitors | hit rate 0.065% among 280,000 | AID 1469, 2008; active means well fitted inhibition curve with a large enough effect; inconclusive means small, poorly fitted or top-dose-only effect, or effect the other way;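 further: plate controls were bound peptide for no effect and peptide without receptor for full effect; nearly all actives have a fitted effect of over 50% in size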
# Target sequence (P10828 whole entry, looked up): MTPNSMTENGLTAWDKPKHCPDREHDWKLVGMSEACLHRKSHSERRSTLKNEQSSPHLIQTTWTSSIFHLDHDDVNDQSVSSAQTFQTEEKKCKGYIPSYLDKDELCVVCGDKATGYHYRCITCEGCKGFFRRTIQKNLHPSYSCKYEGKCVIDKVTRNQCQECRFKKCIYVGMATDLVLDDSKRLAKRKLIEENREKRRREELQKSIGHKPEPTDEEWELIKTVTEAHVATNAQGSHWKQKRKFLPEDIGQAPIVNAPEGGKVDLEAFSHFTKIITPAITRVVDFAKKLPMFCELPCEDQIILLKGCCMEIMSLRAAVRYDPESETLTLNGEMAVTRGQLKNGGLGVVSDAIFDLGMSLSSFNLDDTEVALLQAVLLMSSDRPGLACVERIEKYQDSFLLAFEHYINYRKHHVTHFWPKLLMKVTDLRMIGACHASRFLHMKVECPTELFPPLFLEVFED
#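 Read-out is fluorescence polarization (555 nm excitation, 632 nm emission) of a Texas Red SRC2 coactivator peptide; loss of signal reflects blocked binding to human TRb ligand-binding domain in the presence of 1 uM T3.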
# The depositor's hits bear a star; ? = inconclusive; [ ] = remark or other dose. Unless noted, on the % scale 0 is the no-effect control and ±100 the full control effect; potency means the concentration at half of the fitted maximal effect. Only part of the results is shown; rates above refer to the full screens.
SMILES,LMNA splice mod,TR SRC2 fluor cs,TRb SRC2 PPI
Cc1ccc(/C=C/C(=O)Nc2ccc(Cl)cc2Cl)cc1,-12%[46 µM],-2%,12%
COc1ccc(CCNC(=O)C(=O)NCC(c2cccs2)S(=O)(=O)c2ccc(F)cc2)cc1 (stereo unspecified),0%[46 µM],-1%,0%
Cc1ccc(C2=Nc3ccccc3N(CC(=O)Nc3ccccc3C)C(=O)C2)cc1C,18%[46 µM],-4%,1%
CCOC(=O)c1ccccc1NC(=O)c1c2c(nc3ccccc13)C(=O)N(C1CCCCC1)C2,22%[46 µM],0%,-5%
CC(=O)Nc1cccc(NC(=O)C(=O)NCCc2csc3nc(-c4ccccc4F)nn23)c1,5%[46 µM],-7%,3%
COc1ccc(NC(=O)C2=C(C)Nc3ncnn3C2c2ccc(C)o2)cc1 (stereo unspecified),-3%[46 µM],2%,-1%
CCOc1ccc(NC(=O)c2c(NCc3cccc(OC)c3OC)sc3c2CCC3)cc1,4%[46 µM],0%,0%
CCOC(=O)C1CCN(C(=O)Cn2c(-c3cccs3)cc3cc(Cl)ccc32)CC1,-18%[46 µM],2%,1%
CCCC(=O)Nc1nnc(SCc2cc(=O)n3cccc(C)c3n2)s1,0%[46 µM],-1%,4%
Cc1cc(C)cc(N2C(=O)N(Cc3cccc(F)c3)c3ccccc3S2(=O)=O)c1,6%[46 µM],-3%,-6%
Cc1ccc(-c2cn3c(n2)sc2cc(C(=O)NCCC4=CCCCC4)ccc23)c(C)c1,0%[46 µM],?,-18%
CCOC(=O)c1ccc(CN(Cc2ccc(Br)cc2)S(=O)(=O)c2cccc(Cl)c2C)cc1,?,-2%,-1%
COc1cccc2cc(-c3nc(-c4ccc(Cl)cc4)cs3)c(=O)oc12,10%[46 µM],-2%,8%
Cc1c(C(=O)N2CCCCCC2)c(S(=O)(=O)Nc2ccc(OC(F)(F)F)cc2)c(C)n1C,?,-2%,-6%
Cc1ccc(C(=O)c2oc3ccccc3c2NC(=O)c2cc(-c3ccc(Cl)cc3)on2)cc1,30%[46 µM],-13%,-1%

# Given with two lines to a compound: part of the list above
# Order of results – LMNA splice mod	TR SRC2 fluor cs	TRb SRC2 PPI
> CC(=O)Nc1cccc(NC(=O)C(=O)NCCc2csc3nc(-c4ccccc4F)nn23)c1
 : 5%[46 µM]	-7%	3%
> COc1ccc(NC(=O)C2=C(C)Nc3ncnn3C2c2ccc(C)o2)cc1 (stereo unspecified)
 : -3%[46 µM]	2%	-1%

# (further entries)
SMILES,LMNA splice mod,TR SRC2 fluor cs,TRb SRC2 PPI
CN(Cc1ccccc1)c1ncnc2c1nc1n2CCCC1,-13%[46 µM],-14%,1%
COc1cc(NC(=O)C(CCSC)NS(=O)(=O)c2ccc3c(c2)oc(=O)n3C)cc(OC)c1 (stereo unspecified),-7%[46 µM],-4%,-4%
Cc1c(CCNC(=O)c2ccco2)sc2nc(-c3ccc(F)cc3)nn12,-5%[46 µM],0%,2%
CC1CCN(C(=O)CN2c3ccc(Br)cc3-c3ccccc3S2(=O)=O)CC1,-7%[46 µM],3%,-11%
CCN1CCC(N(Cc2cccc(OC)c2)C(=O)Nc2cccc(C(F)(F)F)c2)CC1,?,-9%,9%
CSc1ccc(C2c3[nH]c4ccccc4c3CCN2C(=O)CCc2ccccc2)cc1 (stereo unspecified),?,-1%,-6%
Cc1cccc(S(=O)(=O)c2cn(Cc3ccccc3)c3cc(N4CCCCC4)c(F)cc3c2=O)c1,?,5%,4%
CCN(CC)CCCNC(=O)Cc1ccc(NC(=O)N2CCCCc3ccccc32)cc1,7%[46 µM],-2%,0%
Cc1cn(C)c(CC(=O)NCc2ccccc2Cl)c1C(=O)O,-9%[46 µM],-1%,4%
O=C1CSC2(C(=O)N(Cc3c(F)cccc3Cl)c3ccccc32)N1c1ccc(F)c(F)c1 (stereo unspecified),-21%[46 µM],-3%,-2%
Cc1nn(C(=O)c2c(F)cccc2F)c(C)c1S(=O)(=O)N1CCCCCC1,4%[46 µM],3%,-6%
CCn1c2ccccc2c2nnc(N3CCN(c4ccc(F)cc4)CC3)nc21,-5%[46 µM],-23%,-8%
O=C(CSc1nccn1-c1cccc(Cl)c1)Nc1ccc2c(c1)OCO2,17%[46 µM],2%,-4%
Cc1ccc(-n2c(SCc3ccccc3F)nc3[nH]ncc3c2=O)cc1Cl,?,-2%,-5%
O=C(COCc1cc(-c2ccc(F)cc2)on1)Nc1cc(Cl)cc(Cl)c1,-1%[46 µM],10%,2%
CCC(=O)N1CCc2cc(CNC(=O)Nc3ccc(OC)cc3OC)ccc21,?,-9%,7%
Cc1cccc(C(=O)NC2=NC(c3ccc(Cl)cc3)CC(=O)N2)c1 (stereo unspecified),10%[46 µM],?,-11%
CCN(C(=O)Cn1cc(C(=O)c2ccc(F)cc2)c(=O)c2ccc(C)nc21)c1cccc(C)c1,?,-8%,10%
Cc1nc(-c2ccc(S(=O)(=O)N3CCN(c4ccc(F)cc4)CC3)cc2)co1,-2%[46 µM],-1%,-1%
CC1CCC(Nc2ncnc3onc(-c4ccc(F)cc4)c23)CC1 (stereo unspecified),5%[46 µM],1%,3%
CCCCc1nn2c(=O)cc(COC(=O)c3ccco3)nc2s1,?,-5%,-4%
COc1ccc(OC)c(NC(=O)CSC2=Nc3ccccc3C3=NC(CCC(=O)NCCc4ccccc4)C(=O)N23)c1 (stereo unspecified),-3%[46 µM],1%,3%
COc1ccc(Cl)cc1C(=O)Nc1nnc2n1CCS2,14%[46 µM],-2%,2%
COCCNC(=O)CN1C(=O)CCn2nc(-c3cn(C)c4ccccc34)cc21,5%[46 µM],-17%,-4%
O=C(Nc1ccc(C(=O)OCc2cc(=O)n3c4c(sc3n2)CCCC4)cc1)c1ccc(Cl)cc1,16%[46 µM],-1%,3%
N#Cc1ccccc1NC(=O)C(=O)NCCc1csc(-c2ccc(F)cc2)n1,14%[46 µM],-2%,-1%
Cc1ccc(CNC(=O)c2nnc(Cc3cccc(F)c3)o2)cc1,-15%[46 µM],-20%,-7%
CCOc1ccc(-c2cc(C(=O)NC(C)c3ccccc3)c3ccccc3n2)cc1 (stereo unspecified),?,-1%,-3%
Cc1ccccc1NC(=O)c1ccc(F)c(S(=O)(=O)N(C)Cc2ccccc2)c1,-8%[46 µM],0%,-4%
COc1cc(OC)c(NC(=O)Cn2c(=O)cc(C(F)(F)F)c3c(C)nn(C)c32)cc1Cl,-1%[46 µM],0%,-4%

# Whole records as entered above:
# Profile of `CCN(C(=O)Cn1cc(C(=O)c2ccc(F)cc2)c(=O)c2ccc(C)nc21)c1cccc(C)c1` : LMNA splice mod: ?; TR SRC2 fluor cs: -8%; TRb SRC2 PPI: 10%
# Profile of `COCCNC(=O)CN1C(=O)CCn2nc(-c3cn(C)c4ccccc34)cc21` : LMNA splice mod: 5%[46 µM]; TR SRC2 fluor cs: -17%; TRb SRC2 PPI: -4%
# Profile of `CC1CCC(Nc2ncnc3onc(-c4ccc(F)cc4)c23)CC1` (stereo unspecified) : LMNA splice mod: 5%[46 µM]; TR SRC2 fluor cs: 1%; TRb SRC2 PPI: 3%

# Carrying on.
SMILES,LMNA splice mod,TR SRC2 fluor cs,TRb SRC2 PPI
C=Cc1ccc(Cn2c(=O)cc(C)c3c(C)nn(-c4ccccc4)c32)cc1,-11%[46 µM],-21%,1%
CC(=O)C1=C(c2cccc([N+](=O)[O-])c2)N(C(C)=O)n2c(nnc2-c2ccc(C)cc2)S1,?,0%,-9%
O=C(Nc1ccc(C(F)(F)F)cc1)C1(c2cccs2)CCOCC1,20%[46 µM],1%,0%
CC1CN(C(=O)N2CCC(C(=O)NCCC3=CCCCC3)CC2)c2ccccc2O1 (stereo unspecified),-7%[46 µM],?,-5%
CC(C)c1ccc(N2C(=O)N(Cc3ccccc3Cl)c3ccccc3S2(=O)=O)cc1,-8%[46 µM],-2%,-4%
COc1cc(OC)c(NC(=O)C2CCN(C(=O)c3sc4nc[nH]c(=O)c4c3C)CC2)cc1Cl,?,?,-28%
CCC(=O)C1=C(c2ccccc2)N(C(=O)CC)n2c(nnc2C2CCCCC2)S1,?,1%,-7%
Cc1cccn2c(=O)c(C(=O)N3CCN(c4ccc(Cl)cc4)CC3)cnc12,14%[46 µM],7%,2%
COc1ccc2oc(=O)c(-c3cn4c(n3)sc3cc(F)ccc34)cc2c1,?,-2%,-3%
CCc1cccc(NC(=O)CN(C)S(=O)(=O)c2ccc3c(c2)CCCN3C(C)=O)c1,-14%[46 µM],0%,-3%
Cc1cccc(NS(=O)(=O)c2ccc3c(c2)n(C)c(=O)n3C)c1C,4%[46 µM],-1%,2%
CCOc1ccccc1NC(=O)CSc1nc(=O)[nH]c2c1CCCC2,2%[46 µM],0%,-15%
Cc1ccc(-n2ncc3c(N4CCC(C)CC4)ncnc32)cc1C,?,-1%,4%
CCOc1ccccc1C1C(C(=O)Nc2ccccc2)=C(C)Nc2nc(SCC(=O)c3ccc(C)cc3)nn21 (stereo unspecified),?,-2%,2%
CCOc1ccc(-c2ccc(CO)o2)cc1N,8%[46 µM],-4%,-1%
CCOc1ccc(NC(=O)c2c(NCc3cc(OC)c(OC)cc3OC)sc3c2CCCC3)cc1,?,-24%,-1%
Cc1ccc(CNC(=O)c2cnc(N3CCCC3)nc2C)cc1,?,0%,-2%
CCOc1ccc(C(=O)Nc2nnc(SCc3cc(=O)n4ccccc4n3)s2)cc1,?,-1%,7%
CCOC(=O)C1CCCN(S(=O)(=O)c2ccc3c(c2)CCCN3C(C)=O)C1 (stereo unspecified),-16%[46 µM],-4%,-1%
Cc1cc(NS(=O)(=O)c2cn(C)c(C)n2)ccc1Br,?,-1%,-6%
CCc1ccc(NC(=O)c2cnn(-c3c(C)cccc3C)c2C2CCNCC2)cc1,-10%[46 µM],3%,-4%
Cc1ccc(-n2nc(C(=O)N3CCCCC3)c(=O)n(C)c2=O)cc1,9%[46 µM],-3%,8%
Cc1c(C(=O)Nc2ccc(F)c(F)c2)oc2ccc(S(=O)(=O)N3CCC4(CC3)OCCO4)cc12,3%[46 µM],-1%,-2%
COc1cccc(N2CCN(C(=O)C3CCN(S(=O)(=O)c4cccc5nonc45)CC3)CC2)c1,-7%[46 µM],-4%,1%
COc1ccc(NC(=O)c2c(NCc3cccs3)sc3c2CCC(C)C3)c(OC)c1 (stereo unspecified),?,-2%,-3%
O=C(NCC(c1cccs1)S(=O)(=O)c1cccs1)c1ccc(F)c(F)c1 (stereo unspecified),7%[46 µM],0%,-6%
CCOc1cccc(CC(=O)NCc2ccc3c(c2)CCN3C(=O)c2ccc(F)cc2)c1OCC,3%[46 µM],-4%,2%
CC(C)NC(=O)C1CCC(Cn2c(=O)c3sccc3n(CC(=O)N3CCCC3)c2=O)CC1 (stereo unspecified),2%[46 µM],-3%,9%
CN(C)S(=O)(=O)c1ccc(C(=O)NC2CC(=O)N(c3ccc4c(c3)OCCO4)C2)cc1 (stereo unspecified),13%[46 µM],1%,4%
CC(C)OCCCn1c(SCC(=O)Nc2ccc(F)cc2)nc2c(sc3ccccc32)c1=O,-8%[46 µM],-2%,3%
O=C(NCCc1ccc(Cl)cc1)c1ccc2c(c1)N(Cc1ccc(F)cc1)C(=O)CS2,-17%[46 µM],-3%,3%
COc1ccc(Br)cc1CNC(=O)c1ccc(-n2c(C)cc3c2CCC(C)C3)cc1 (stereo unspecified),?,3%,-6%
CCOc1ccc(-n2cc(-c3ccccc3)c3c(NC4CCCCC4)ncnc32)cc1,-7%[46 µM],-2%,7%
COc1ccc(CNC(=O)c2ccc3nc(C(C)C)oc3c2)cc1OC,0%[46 µM],-28%,8%
Cc1ccc2onc(CC(=O)N3CCN(c4cccc(C)c4C)CC3)c2c1,16%[46 µM],?,-8%
Cc1cccc(N2CCN(c3ncnc4onc(C)c34)CC2C)c1 (stereo unspecified),?,0%,-2%
Cc1cccc2sc(N(CCN(C)C)C(=O)c3ccc4c(c3)OCCO4)nc12,?,-3%,0%
Cc1ccccc1C(=O)Nc1nnc(S(=O)(=O)N2CCCCCC2)s1,-12%[46 µM],6%,-7%
CCOc1ccc(-c2cc(C(=O)N3CCN(c4cccc(C)c4)C(C)C3)c3ccccc3n2)cc1 (stereo unspecified),?,1%,7%
Cc1ccc(N2CC(NC(=O)c3ccc(S(=O)(=O)N(C)C)cc3)CC2=O)cc1C (stereo unspecified),8%[46 µM],1%,4%

# Two compounds picked at random from the list so far, as already listed:
SMILES,LMNA splice mod,TR SRC2 fluor cs,TRb SRC2 PPI
Cc1c(CCNC(=O)c2ccco2)sc2nc(-c3ccc(F)cc3)nn12,-5%[46 µM],0%,2%
CSc1ccc(C2c3[nH]c4ccccc4c3CCN2C(=O)CCc2ccccc2)cc1 (stereo unspecified),?,-1%,-6%
